POLB inh – qHTS Assay for Inhibitors of DNA Polymerase Beta; P06746; Pol beta primer extension/strand displacement, fluorescence kinetic; Potency, µM (top dose mostly 114 µM), without a hit: at the highest dose activity change, negative = inhibition, most hits filed as inhibitors; hit rate 1.3% among 340,000; also: % is scaled to controls: 0 for no effect and ±100 for the full control effect
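Curves were derived by four-parameter Hill fits of normalized qHTS data. The kinetic fluorescent primer-extension read was taken at 0 and 10 min after 50 nM substrate, following a 15 min room-temperature preincubation of 10 nM enzyme with compounds.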
POLH inh – qHTS for Inhibitors of Polymerase Eta; DNA polymerase eta (Homo sapiens), Q9Y253; recombinant Pol eta, fluorescent DNA replication assay; Potency, µM (titrated, usually from 114 µM), without a hit: at the top dose activity change, negative = inhibition, usual class: inhibitors; hit rate 1.2% among 390,000; AID 588591, 2011; also: % is scaled to controls: 0 for no effect and ±100 for the full control effect
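Pol eta at 10 nM preincubated with compounds 15 min at room temperature; reaction started with fluorescent substrate (50 nM final) and read kinetically at 0 and 10 min.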
JMJD2A Tudor – qHTS Assay for Inhibitors of JMJD2A-Tudor Domain | Lysine-specific demethylase 4A (Homo sapiens), O75164 | AlphaScreen JMJD2A-Tudor / H3K4me3 peptide binding | Potency, µM (series often up to 114 µM), for the others: at the highest dose activity change, negative = inhibition, actives largely listed as inhibitors | hit rate 4.4% among 390,000 | AID 504339, 2011; also: % is scaled to controls: 0 for no effect and ±100 for the full control effect; nearly all actives have a fitted effect of over 50% in size
BAZ2B inh – qHTS Assay for Inhibitors of BAZ2B. Bromodomain adjacent to zinc finger domain protein 2B (Homo sapiens), Q9UIF8. AlphaScreen BAZ2B-H3K14Ac peptide displacement. Potency, µM (titrated, usually from 114 µM), for inactives: at the top dose activity change, negative = inhibition, most hits filed as inhibitors. hit rate 4.4% among 360,000; also: % is scaled to controls: 0 for no effect and ±100 for the full control effect; nearly all actives have a fitted effect of over 60% in size
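Protein-peptide AlphaScreen: BAZ2B 50 nM, b-H3K14Ac 50 nM, 1x PBS pH 7.4 + 0.01% Tween-20. Preincubation 30 min RT; cpd 30 min RT (top 110 uM); beads 20 min RT, light-protected.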
BLM inh – qHTS Assay for Inhibitors of Bloom's syndrome helicase (BLM); RecQ-like DNA helicase BLM (Homo sapiens), P54132; recombinant BLM DNA unwinding, fluorescence dequenching; Potency, µM (highest dose often 56.1 µM), inactives show top-dose activity change, negative = inhibition, usual class: inhibitors; hit rate 0.2% among 350,000; AID 2528, 2010;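 also: plate controls were vehicle for no effect and no enzyme for full effect; nearly all actives have a fitted effect of over 35% in size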
G9a block – qHTS Assay for Inhibitors of Histone Lysine Methyltransferase G9a | hit rate 8.8% among 350,000 | Histone-lysine N-methyltransferase EHMT2 (Homo sapiens), Q96KQ7 | Potency, µM (top dose mostly 102 µM), for inactives: at the highest dose activity, negative = inhibition, most hits filed as inhibitors | G9a H3K9 monomethylation, AlphaScreen, 2 h; also: % is scaled to controls: 0 for no effect and ±100 for the full control effect; nearly all actives have a fitted effect of over 75% in size
Target sequence (Q96KQ7 913-1193 limits assumed): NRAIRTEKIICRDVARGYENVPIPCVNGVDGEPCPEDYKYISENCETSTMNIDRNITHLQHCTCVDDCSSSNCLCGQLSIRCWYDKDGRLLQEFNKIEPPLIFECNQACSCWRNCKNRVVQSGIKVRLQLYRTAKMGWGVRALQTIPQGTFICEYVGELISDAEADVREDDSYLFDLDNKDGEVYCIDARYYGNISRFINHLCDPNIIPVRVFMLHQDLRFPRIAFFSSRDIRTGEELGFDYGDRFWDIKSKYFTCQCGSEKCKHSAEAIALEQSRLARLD
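Enzyme 20 nM + cpd, 15 min RT; add b-H3K9 pep 500 nM / SAM 20 uM; 2 h RT; anti-H3K9me1 Ab 0.5 ug/mL + SA donor / anti-rabbit acceptor beads 20 ug/mL each, 10 min; AlphaScreen read.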
APE1 inh – qHTS Assay for Inhibitors of the Human Apurinic/apyrimidinic Endonuclease 1 (APE1) | recombinant APE1, TAMRA/BHQ-2 abasic DNA cleavage fluorescence | Potency, µM (series often up to 65.8 µM), for inactives: at the top dose activity change, negative = inhibition, actives largely listed as inhibitors | hit rate 0.35% among 350,000 | AID 2517, 2012;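 also: plate controls were vehicle for no effect and reference inhibitor for full effect; nearly all actives have a fitted effect of over 55% in size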
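Kinetic fluorescence read (525 ex/598 em nm, three reads 60 s apart) of AP-site incision; signal = third minus first read. Enzyme 0.75 nM, dual-labelled THF duplex 50 nM, compound preincubation 15 min RT.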
Pol iota inh – qHTS for Inhibitors of Polymerase Iota; Pol iota fluorescent replication assay, 10 min; Potency, µM (series often up to 115 µM), without a hit: at the highest dose activity, negative = inhibition, actives largely listed as inhibitors; hit rate 1% among 390,000; AID 588590, 2011
Target sequence (Q9UNA4 whole entry, looked up): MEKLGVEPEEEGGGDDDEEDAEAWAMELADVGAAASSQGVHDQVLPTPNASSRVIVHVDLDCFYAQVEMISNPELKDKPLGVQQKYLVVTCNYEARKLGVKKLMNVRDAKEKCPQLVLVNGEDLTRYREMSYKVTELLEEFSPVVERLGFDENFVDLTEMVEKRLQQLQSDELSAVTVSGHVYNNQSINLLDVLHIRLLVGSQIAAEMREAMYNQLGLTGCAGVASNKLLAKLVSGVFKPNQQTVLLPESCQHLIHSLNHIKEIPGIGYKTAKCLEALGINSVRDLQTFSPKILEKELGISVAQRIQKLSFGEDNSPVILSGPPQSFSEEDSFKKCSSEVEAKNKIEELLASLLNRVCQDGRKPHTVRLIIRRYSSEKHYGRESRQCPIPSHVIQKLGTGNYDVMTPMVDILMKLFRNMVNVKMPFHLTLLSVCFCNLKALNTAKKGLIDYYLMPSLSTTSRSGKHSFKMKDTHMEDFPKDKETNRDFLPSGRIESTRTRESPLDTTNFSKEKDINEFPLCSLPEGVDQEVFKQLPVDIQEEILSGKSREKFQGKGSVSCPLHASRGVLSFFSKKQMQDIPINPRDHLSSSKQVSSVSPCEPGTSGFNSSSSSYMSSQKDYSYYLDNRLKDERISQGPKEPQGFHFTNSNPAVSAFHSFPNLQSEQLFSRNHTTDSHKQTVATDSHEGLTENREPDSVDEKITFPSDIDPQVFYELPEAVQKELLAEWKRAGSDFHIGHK
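Fluorescent replication assay read twice, at 0 min and 10 min after adding 50 nM (final) substrate. Enzyme (10 nM) and compounds were first incubated 15 min at room temperature; enzyme-free buffer wells were negative controls.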
POLK inh – qHTS for Inhibitors of Polymerase Kappa; purified Pol kappa, fluorescent DNA synthesis assay, 10 min; Potency, µM (series often up to 107 µM), inactives show at the highest dose activity, negative = inhibition, most hits filed as inhibitors; hit rate 0.53% among 400,000; AID 588579, 2011; also: % is scaled to controls: 0 for no effect and ±100 for the full control effect
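10 nM Pol kappa preincubated 15 min at room temperature with compounds, then reaction started with substrate at 50 nM final. Fluorescence read kinetically at 0 and 10 min; buffer-only wells served as negative control.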
Starred values were filed as active, the others as inactive; ? = inconclusive; · = no result given; [ ] = another dose, or the depositor's remark. Calls follow the shape of the dose curve; as a rule, active = well fitted curve in the direction sought with a large enough effect; inconclusive = small, poorly fitted or top-dose-only effect, or another doubt; inactive = no such curve, though single readings can be large; an effect the other way counts as inactive or inconclusive. Potency is read from the fitted curve at half-maximal effect. Some of the compounds tested; count on the stated rates, not on these rows.

Preview, three compounds:
Values run as follows: POLB inh | POLH inh | JMJD2A Tudor | BAZ2B inh | BLM inh | G9a block | APE1 inh | Pol iota inh | POLK inh
- O=C1C=C(c2cccnc2)CCC1
 : · | -3% | -9% | · | · | · | · | 23% | 0%
- COc1ccc(C(C(=O)NCC2CCCO2)N(C(=O)CNC(=O)c2ccco2)c2cc(C)ccc2C)cc1OC (stereo not given)
 : 32% | -14% | 2% | -22% | -1% | 0% | 42% | 43%[activator] | 4%
- c1ccc(-c2ccc(-c3nc(-c4cccnc4)no3)cc2)cc1
 : 1% | 7% | 2% | 2% | -5% | -4%[59 µM] | 4% | ? | -4%

This part in full (from the top)
Values run as follows: POLB inh | POLH inh | JMJD2A Tudor | BAZ2B inh | BLM inh | G9a block | APE1 inh | Pol iota inh | POLK inh
- O=C1C=C(c2cccnc2)CCC1
 : · | -3% | -9% | · | · | · | · | 23% | 0%
- COc1ccc(C(C(=O)NCC2CCCO2)N(C(=O)CNC(=O)c2ccco2)c2cc(C)ccc2C)cc1OC (stereo not given)
 : 32% | -14% | 2% | -22% | -1% | 0% | 42% | 43%[activator] | 4%
- c1ccc(-c2ccc(-c3nc(-c4cccnc4)no3)cc2)cc1
 : 1% | 7% | 2% | 2% | -5% | -4%[59 µM] | 4% | ? | -4%
- CCOc1cc(S(=O)(=O)N2CCC(C(N)=O)CC2)ccc1F
 : 3% | -4% | -13% | 10% | -6% | -3%[59 µM] | 0% | 36%[activator] | -7%
- O=C(c1cc(-c2ccncc2)nc2ccc(Cl)cc12)N1CCN(C(=O)C2CCCO2)CC1 (stereo not given)
 : ? | -6% | -19% | 5% | 1% | 12%[59 µM] | 2% | 8% | -18%
- CCn1c(C(=O)N2CCC(C(=O)NCc3ccc(OC)cc3)CC2)cc2sccc21
 : 2% | -18% | -21% | -23% | -2% | 2%[59 µM] | 39% | 15% | 6%
- N#C/C(=C\c1ccc(-c2ccccc2[N+](=O)[O-])o1)C(=O)N1CCOCC1
 : 31% | 8% | -28% | ? | -5% | ? | -3% | 6% | -15%
- COc1ccc(-n2c(=O)c3ccccc3n(CC(=O)NC3CCCCC3)c2=O)c(OC)c1
 : 13% | -8% | -9% | 5% | 0% | 11%[59 µM] | -1% | 19% | -9%
- COc1ccccc1C(=O)COC(=O)CN1C(=O)c2ccccc2C1=O
 : 13% | 0% | -9% | -3% | -5% | 15% | 12% | -8% | -4%
- COc1ccccc1NC(=O)Cn1nc2c3cc(F)ccc3n(Cc3cccc(C)c3)cc-2c1=O
 : -18% | -12% | 15% | -3% | -2% | ? | · | -8% | -6%
- COc1ccc(NC(=O)COC(=O)CCNS(=O)(=O)c2ccccc2)cc1OC
 : 9% | -5% | -18% | -13% | -5% | -30% | 0% | -22% | -16%
- CCOC(=O)c1ccc(NC(=O)CSc2nc(N3CCOCC3)nc(N3CCOCC3)n2)cc1
 : 40% | -7% | -13% | -15% | -12% | 3% | 12% | 30% | 6%
- COc1ccccc1CNC(=O)CN1CCC(NC(=O)c2ccccc2F)CC1
 : 2% | -14% | -9% | -26% | 0% | · | -3% | 20% | -5%
- O=C(COC(=O)c1cc[n+]([O-])cc1)Nc1ccc([N+](=O)[O-])cc1
 : 3% | 0% | ? | · | 2% | -4% | ? | 62%[activator] | -16%
- CC(C)(C)c1csc(NC(=O)c2cccnc2Cl)n1
 : · | -6% | -16% | · | · | · | · | -16%[58.9 µM] | -3%
- CCn1cc([N+](=O)[O-])c(C(=O)N2CCCc3ccccc32)n1
 : -5% | 3% | -8% | -2% | 0% | -12% | 0% | -6% | -13%
- CCCCNC(=O)C1C2C=CC(C2)C1C(=O)O (stereo not given)
 : 16% | -2% | -14% | 8% | -1% | 15%[59 µM] | 0% | 14% | -12%
- COc1cccc(NC(=O)C2C3C=CC4(O3)C2C(=O)N(CCCN2CCCC(C)C2)C4C(=O)NC2CCCCC2C)c1 (stereo not given)
 : 66% | -6% | -9% | -9% | -1% | -8% | -5% | 88%[activator] | -5%
- O=C1CCCC2(O)C1C(c1cccc(Br)c1)NC(=O)N2Cc1ccccc1 (stereo not given)
 : -3%[57.1 µM] | -10% | 7% | 30%[activator] | 1% | 45µM* | -1% | -8% | 12%[60.1 µM]
- COc1cc2c(cc1OC)C1(C)N(CC2)C(C(C)=O)=NN1c1ccc(Cl)cc1 (stereo not given)
 : -24% | -19% | -28% | ? | -3% | · | -1% | -14% | -29%

Going on with the list:
Values run as follows: POLB inh | POLH inh | JMJD2A Tudor | BAZ2B inh | BLM inh | G9a block | APE1 inh | Pol iota inh | POLK inh
- Cc1ccc(N2CC(C(=O)Nc3nccs3)CC2=O)cc1Cl (stereo not given)
 : 2% | -9% | 4% | 8% | -1% | -22%[12.7 µM] | -1% | -10% | -3%
- O=C(NC1CCSC1=O)c1ccc(Cl)cc1 (stereo not given)
 : 20% | 2% | 0% | ? | -1% | -5% | 15% | -7% | -7%
- Cc1ccc(CN2CCCNC2=O)cc1
 : 10% | -11% | -15% | ? | 4% | -6% | 1% | 19% | -13%
- O=C(O)c1ccccc1C(=O)NNc1ccc(Cl)cc1Cl
 : -1% | -18% | -9% | -28% | 0% | 2.8µM* | -3% | -16% | -5%
- COCCCn1c(=O)c2sccc2n2c(CCCC(=O)Nc3cc(C)cc(C)c3)nnc12
 : 0% | -20% | 5% | -5% | -5% | 5%[59 µM] | · | -10% | -1%
- COC(=O)C(O)(NC(=O)OCc1ccccc1)C(F)(F)F (stereo not given)
 : 3% | 4% | -18% | -1% | -1% | 3%[59 µM] | 0% | 5% | -10%
- COc1ccccc1-c1nc2ccccc2c(=O)n1O
 : 27% | -5% | -22% | ? | -2% | 35µM* | 4% | 118%[activator] | -1%
- O=C(N1CCCCCC1)N1CCN(S(=O)(=O)c2ccccc2)CC1
 : -11% | -13% | -7% | 10% | -1% | -8% | 3% | 0%[58.9 µM] | -5%
- Cc1cc(Nc2cccc([N+](=O)[O-])c2)c2cccc(C)c2n1
 : 16% | -8% | -32% | -11% | -3% | · | 11% | 12% | -14%
- CCOC(=O)C1CCN(C(=O)Cn2c(=O)oc3cc(S(=O)(=O)N4CCC(C)CC4)ccc32)CC1
 : -11% | -3% | -18% | -4% | -1% | 6%[59 µM] | · | 54%[activator] | -23%
- CCOC(=O)c1c(NC(=S)NCc2ccccc2)sc2c1CCN(C(=O)OCC)C2
 : 1% | -14% | -13% | 1% | -8% | 16%[59 µM] | 1% | 44%[activator] | 10%
- Cc1cc(C)cc(CC2CC(=O)N(c3ccc(Cl)cn3)C2=O)c1 (stereo not given)
 : 7% | -4% | 5% | 10% | -9% | -26%[59 µM] | 10% | 0% | -13%
- CCOC(=O)c1c(C)c(-c2ccccc2)n(CC(=O)Nc2cc(OC)cc(OC)c2)c1C
 : 2% | -20% | -14% | -14% | -7% | -5%[59 µM] | · | 3% | -13%
- CC(C)c1nc(CNC(=O)c2cc(COc3c(F)cccc3F)on2)cs1
 : -1% | -5% | -3% | 6% | -5% | 6% | -6% | 41%[activator] | -6%
- Cc1nc(-c2ccc(NC(=O)c3ccco3)cc2)cs1
 : 6% | 4% | -18% | -2% | -2% | -9% | -4% | -23% | -16%
- CSc1nc(C(=O)N2CCc3c([nH]c4ccccc34)C2c2ccccn2)cs1 (stereo not given)
 : -5% | -10% | 50µM* | 32µM* | -16% | ? | ? | 12% | -8%
- COc1ccc2oc(C(=O)OCC(=O)Nc3ccc(C(=O)N(C)C)cc3)c(C)c2c1
 : 20% | -13% | -17% | 4% | 0% | 16% | 11% | 50%[activator] | -16%
- COc1ccc(Cl)cc1S(=O)(=O)N1CCC(C(=O)NCCc2ccccc2)CC1
 : 10% | -8% | 1% | 8% | -5% | -8% | 18% | 34%[activator] | 5%
- O=C(Cn1cnc([N+](=O)[O-])n1)N/N=C/c1cc(Cl)ccc1O
 : 3% | -19% | 32µM* | 28µM* | 0% | 8% | 1% | 69%[activator] | -6%
- CC1CC(C)CN(C(=O)COC(=O)c2ccc(Cl)nc2)C1 (stereo not given)
 : · | 8% | -15% | 1% | · | -26% | 5% | 2% | 4%

The closing 2 compounds of the part above open the next one.
canonical_smiles | POLB inh | POLH inh | JMJD2A Tudor | BAZ2B inh | BLM inh | G9a block | APE1 inh | Pol iota inh | POLK inh
O=C(Cn1cnc([N+](=O)[O-])n1)N/N=C/c1cc(Cl)ccc1O | 3% | -19% | 32µM* | 28µM* | 0% | 8% | 1% | 69%[activator] | -6%
CC1CC(C)CN(C(=O)COC(=O)c2ccc(Cl)nc2)C1 (stereo not given) | · | 8% | -15% | 1% | · | -26% | 5% | 2% | 4%
O=C(NCCc1ccccc1)C(=O)NC1CCCCC1 | 13% | -5% | -12% | -4% | 1% | 3%[12.7 µM] | -3% | -5% | -9%
COC(=O)c1cc(Nc2cc(C)c3ccc(O)cc3n2)cc(C(=O)OC)c1 | 4% | 4% | -12% | 4% | -3% | 7% | 0% | 26% | -10%
CCc1cc2cc(C)ccc2nc1SCC(=O)N1CC(=O)Nc2ccccc21 | 0% | -24% | -21% | -20% | -8% | -7%[59 µM] | 5%[12.4 µM] | 78%[activator] | 0%
OCC1OC(n2cnc3c(=S)nc[nH]c32)CC1O (stereo not given) | · | -15% | 2.8µM* | · | · | · | · | -12% | -8%
CCOc1cc(S(=O)(=O)NCc2ccccc2)c(OCC)cc1-n1cnnn1 | · | -15% | 1% | · | · | · | · | 2% | -17%

Screening data (PubChem)
